# Screens deposited in PubChem BioAssay by Broad Institute.
# RAD54 inh – inhibitors of human RAD54 branch migration, primary screen, biochemical, fluorescence, single point; DNA repair and recombination protein RAD54-like (Homo sapiens), Q92698; RAD54 Holliday junction branch migration, FAM/BHQ fluorescence; inhibition, % at 10.4 µM; actives 0.14% (n = 360,000); AID 602329, 2012;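 active = mean normalized replicate activity at least 40 and at least half of replicates scoring 40 or more; inconclusive = only one of the two criteria met; inactive = mean below 40 and under half of replicates reaching 40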;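 note: 0% = median of neutral control wells and 100% = median of positive control wells; inhibitors cause a drop in the FAM fluorescence signal; in these data hits start at about 50%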
# Target sequence (Q92698 whole entry, looked up): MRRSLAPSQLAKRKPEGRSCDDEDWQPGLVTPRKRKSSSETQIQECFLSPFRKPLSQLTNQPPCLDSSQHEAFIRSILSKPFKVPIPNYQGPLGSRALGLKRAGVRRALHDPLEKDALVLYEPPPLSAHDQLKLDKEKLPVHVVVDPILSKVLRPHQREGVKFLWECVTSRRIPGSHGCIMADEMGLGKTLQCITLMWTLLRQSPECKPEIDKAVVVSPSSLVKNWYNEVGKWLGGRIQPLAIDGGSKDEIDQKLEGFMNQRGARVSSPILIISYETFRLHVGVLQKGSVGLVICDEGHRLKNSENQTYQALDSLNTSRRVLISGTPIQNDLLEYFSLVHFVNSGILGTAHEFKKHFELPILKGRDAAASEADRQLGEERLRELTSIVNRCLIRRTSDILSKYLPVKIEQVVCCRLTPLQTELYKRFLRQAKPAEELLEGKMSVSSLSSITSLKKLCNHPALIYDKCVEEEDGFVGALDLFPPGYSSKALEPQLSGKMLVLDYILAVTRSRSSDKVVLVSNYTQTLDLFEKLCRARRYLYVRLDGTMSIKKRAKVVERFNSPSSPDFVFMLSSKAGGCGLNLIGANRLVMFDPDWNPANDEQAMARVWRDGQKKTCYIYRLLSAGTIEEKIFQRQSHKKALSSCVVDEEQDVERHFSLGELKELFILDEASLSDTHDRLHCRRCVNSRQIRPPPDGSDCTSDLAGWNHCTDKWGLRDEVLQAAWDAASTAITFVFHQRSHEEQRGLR
# RAD52 anneal inh – RAD52 DNA annealing inhibitors, primary screen, biochemical, FRET, single point, set 2; DNA repair protein RAD52 homolog (Homo sapiens), P43351; recombinant RAD52 DNA annealing, FRET fluorescence; inhibition, % at 18.7 µM; actives 0.46% (n = 360,000); AID 651710, 2012;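 active = every replicate showing at least 50% inhibition; inconclusive = mean inhibition at least 50% but not in every replicate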
# DENV2 CPE rescue – inhibitors of DENV2 cytopathic effect, primary screen, cell-based, plate reader, single concentration | DENV2-infected cells, cytopathic effect rescue | CPE inhibition, % at 9.99 µM | actives 1.7% (n = 350,000); in the data active = CPE inhibition above about 20%, passing the limit was not always enough; inconclusive = no clear call, values can overlap the other calls; tested in BHK-21 cells;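 note: 0% = median of neutral control wells and 100% = median of positive control wells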
# INS-1E GSIS act – GLuc luminescence reporter in INS-1E cells, primary screen for activators of glucose-dependent secretion of insulin; actives 0.61% (n = 370,000); activation, % at 16.6 µM; INS-1E GLuc reporter insulin secretion, 2-3 h;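 active = lowest replicate activation of at least 40%, so every replicate reaches that level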;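 note: 0% = median of neutral control wells and 100% = median of IBMX positive control wells; some compounds called inactive have numbers as strong as hits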
# Xi reactivation – activators of inactive X chromosome reactivation, primary screen, imaging, XiGFP fibroblasts, GFP high-content imaging, set 2; AID 743238, 2013; XiGFP mouse fibroblasts, % GFP-positive cells imaging, 3 d; cells co-treated with 5-aza-dC sensitizer; scaled so ellipticine positive control = 100%; activation, % at 7.58 µM; actives 0.055% (n = 360,000);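 active = mean normalized replicate activation at least 10% and every replicate at or above 10%; inconclusive = only one of the two criteria met; inactive = mean below 10% and not all replicates reach 10%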;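 note: 0% = median of on-plate neutral control wells and 100% = ellipticine 6 µM median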
#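 Assay system: SV40-immortalized XiGFP fibroblast cells, line 68-5-11; buffer or medium: DMEM plus 5-aza-dC sensitizer; compound: one concentration, pinned; timing: compounds 3 days, fix/stain 15 min at room temperature; benchmarks: positive control ellipticine, 6 µM final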
# E-selectin induc – E-selectin induction in HUVECs, primary screen, imaging, HUVEC, immunofluorescence imaging, single point; normalized: neutral wells 0, TNF-alpha wells 100; AID 686992, 2013; activation, % at 7.58 µM; actives 0.37% (n = 260,000);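 active = mean E-selectin-positive cell signal at least 10% of the positive control, reached in at least 60% of replicates, without over 20% cell loss; inconclusive = no rule given, readout overlaps actives, possibly toxicity-flagged; inactive = the rest, including those meeting only one limit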;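 note: in these data hits start at about 27%; measured in HUVEC primary endothelial cells; signal is the percent of cells scored E-selectin positive by PE staining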
#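 Test system – human umbilical vein endothelial cells (HUVEC), E-selectin induction · Input – 3,000 HUVEC seeded per well · Buffer or medium – EGM-2, gelatin · Compound dosing – single-point compound dose · Detection – immunofluorescence imaging · Measure – percent E-selectin-positive cells · Controls – TNF-alpha high, DMSO low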
# CFTR F508del cor – F508del CFTR correction, initial screen, CFBE line, single point. CFBE cells, YFP halide quenching; stimulated with forskolin plus potentiator P3; % fluorescence drop versus neutral controls. activity (quench increase), % at 7.58 µM. actives 0.36% (n = 350,000);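 active = mean added fluorescence quench of at least 8% versus neutral control, with both replicates also reaching 8%; inconclusive = only one of the mean or replicate conditions met; inactive = mean below 8% and not both replicates reaching 8%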;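 note: cells transiently co-express mutant CFTR-F508del with the halide-sensitive YFP; corrector assay measuring rescue of mutant channel to the surface after 24 h compound exposure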
# Casp6 inh – human caspase-6 inhibitors, primary screen, biochemical, VEID-R110 fluorescence, single point, set 2; inhibition, % at 12.5 µM; purified caspase-6, Z-VEID-R110 cleavage fluorescence; actives 0.53% (n = 350,000); P55212;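 active = mean inhibition across replicates at least about 35%, with every replicate also reaching that limit, limit read from the data; inconclusive = only one of the two criteria met; inactive = neither criterion met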;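 note: 0% = median of neutral control wells and 100% = no fluorescence left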
# Target sequence (P55212 24-179 limits assumed): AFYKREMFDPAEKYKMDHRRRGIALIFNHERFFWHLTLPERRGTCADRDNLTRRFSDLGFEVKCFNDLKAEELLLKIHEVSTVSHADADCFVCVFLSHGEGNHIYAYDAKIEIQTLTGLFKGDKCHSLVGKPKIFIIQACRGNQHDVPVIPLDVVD
# Target sequence (P55212 194-293 limits assumed): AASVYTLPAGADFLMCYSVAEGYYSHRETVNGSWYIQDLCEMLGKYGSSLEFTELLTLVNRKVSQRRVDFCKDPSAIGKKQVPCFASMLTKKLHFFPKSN
# Starred values were filed as active, the others as inactive; u = inconclusive; x = not tested or not shown.
SMILES,RAD54 inh,RAD52 anneal inh,DENV2 CPE rescue,INS-1E GSIS act,Xi reactivation,E-selectin induc,CFTR F508del cor,Casp6 inh
Nc1nc2c(nc(Br)n2[C@@H]2O[C@@H]3COP(=O)(O)O[C@H]3[C@H]2O)c(=O)[nH]1,-2.7,-2.2,0.2,7.6,-0.1,0.2,x,-4.6
C[C@@H]1CN([C@H](C)CO)C(=O)c2cc(/C=C/c3ccccc3)cnc2O[C@@H]1CN(C)Cc1ccncc1,3.0,1.6,3.3,-3.6,-1.7,0.2,-0.3,-4.2
CCCC1(C(=O)OCC)NC(c2ccco2)C2C(=O)N(C)C(=O)C21 (stereo not given),-6.0,-4.6,x,11.4,0.3,-1.5,0.3,-3.2
Cc1ccc(C(=O)Nc2nnc(-c3ccncc3)s2)o1,-1.8,-4.6,4.1,2.9,x,x,-0.5,0.1
O=C(COC(=O)CCC(=O)c1ccc(F)cc1)Nc1cccc(S(=O)(=O)N2CCCC2)c1,x,-27.1,4.8,-23.8,-0.2,u,-1.9,-0.2
COC(=O)c1ccc(CNC(=O)CN(CCC(C)C)S(=O)(=O)c2ccc3c(c2)OCCO3)cc1,2.4,-13.7,-13.8,-5.9,0.0,x,3.8,0.3
Cc1cccc(-n2cc[nH]c2=S)c1C,x,-11.6,12.4,x,0.3,0.5,x,1.4
CN(C)C(=O)C[C@@H]1CC[C@H]2[C@@H](COc3ccc(NS(=O)(=O)c4cccc(F)c4)cc3C(=O)N2C)O1,-11.0,6.6,-4.8,-3.4,-0.1,0.0,0.9,-1.9
CC(=O)N1[C@H](CO)[C@H](c2ccc(-c3cncnc3)cc2)[C@@H]1CN(C)C(=O)C1CC1,x,-3.0,-7.6,5.8,0.7,-0.1,1.6,0.0
FCc1nc2nc(Cl)c(Cl)nc2[nH]1,-2.0,-11.6,11.9,x,0.1,u,-0.4,x
COc1cc[n+]([O-])cc1[N+](=O)[O-],-3.8,-13.1,9.0,8.1,0.3,0.1,-1.5,2.4
Cc1cc2c(cc1C)N(C(=O)CCl)CCN2C(=O)CCl,-12.5,-7.9,0.2,x,-0.2,x,-1.6,-1.4
CC(C(=O)NCc1cccs1)N1CCN(S(=O)(=O)c2ccc3c(c2)OCCCO3)CC1 (stereo not given),4.3,-7.4,4.2,-2.4,0.2,0.1,3.1,-1.0
COc1cccc(-c2ccc3c(c2)[C@@H]2[C@@H](CCN2C(=O)c2ccccc2F)[C@@H](CO)N3C)c1,13.0,69.4*,1.4,-17.3,0.3,2.3,2.9,-2.1
C[C@H](CO)N1C[C@H](C)[C@H](CN(C)C(=O)c2cccc(F)c2)Oc2ncc(-c3cncnc3)cc2C1=O,7.4,-5.2,5.4,-2.4,-0.4,0.3,3.0,2.5
Cc1ccc(-n2nc(C)c(=O)c(-c3ccccc3)c2NC(=O)c2cccs2)cc1,x,-12.4,1.2,x,-0.1,x,1.7,-3.3
COc1cc2c(cc1OC)C(c1cccc(C)c1)CC(=O)N2 (stereo not given),x,-10.3,0.9,12.0,0.0,-0.2,-1.9,3.4
CC(C)(C)NC(=O)NC(=O)COC(=O)c1cc[n+]([O-])cc1,x,-10.0,u,2.5,0.0,-2.1,-2.3,-3.6
O=C(NCCCN1CCOCC1)c1ccccc1NS(=O)(=O)c1ccc(F)cc1,x,-7.6,x,6.0,0.0,x,-0.6,-6.6
CO[C@H]1CN(C)C(=O)c2cc(NS(=O)(=O)c3ccc(C)cc3)ccc2OC[C@@H](C)NC[C@@H]1C,1.9,-15.5,u,-8.3,0.0,-0.2,1.5,2.2
C[C@@H]1CN([C@@H](C)CO)C(=O)c2cc(NC(=O)CCC(F)(F)F)ccc2O[C@@H]1CN(C)C(=O)Nc1ccc(C(F)(F)F)cc1,0.9,5.5,5.7,-13.9,0.1,0.2,1.9,-0.9
Cc1cc(N2CCN(C(=O)c3ccoc3)CC2)n2nc(-c3ccccc3)cc2n1,13.5,6.7,-9.8,9.0,-0.1,-0.1,-3.4,4.2
Cc1cccc(C)c1OCC(O)CNC(C)c1ccccc1 (stereo not given),-0.3,-5.4,11.7,1.0,0.0,0.1,-0.1,3.1
CCC(=O)N(C)C[C@@H]1Oc2ncc(C#Cc3cccnc3)cc2C(=O)N([C@H](C)CO)C[C@@H]1C,5.2,9.2,0.6,5.6,-0.1,-0.2,0.1,0.7
CCOC(=O)[C@@H]1[C@H]2COc3cc(OC)ccc3[C@@H]2N2C(=O)N(c3cccc(F)c3)C(=O)[C@]12C,-8.7,-11.6,-8.8,1.6,0.2,x,1.2,1.1
Cc1ccc(S(=O)(=O)N2CCN(CCc3ccncc3)CC2)cc1,-3.4,-14.2,-9.5,4.2,0.1,5.4,-0.7,-3.5
Cc1ccccc1OCCCC(=O)Nc1ccc2c(c1)OCO2,-5.6,-6.0,-1.2,0.9,x,x,-2.2,-0.7
CC(C)CC#Cc1ccc2c(c1)O[C@H](CN(C)C(=O)c1cccnc1)[C@@H](C)CN([C@H](C)CO)S2(=O)=O,6.8,-3.6,-3.7,-8.8,-2.1,-0.1,1.1,-3.8
COc1cc(OC)cc(-c2oc(=O)c3cc(OC)c(OC)cc3c2C#CCCCO)c1,-3.3,-16.6,-1.5,1.4,0.0,x,-2.6,0.7
Nc1ccc2c(c1)nnn2-c1ccccc1,9.3,-27.7,-2.6,0.5,0.3,7.1,-1.1,-3.3
COc1cc(/C=N/Nc2nc3ccccc3[nH]c2=O)ccc1O,3.5,-3.8,0.5,14.0,0.4,x,1.8,0.3
CCn1c(=O)c(C(=O)NNS(=O)(=O)c2ccc(Cl)cc2)c(O)c2ccccc21,5.9,x,x,1.2,0.0,1.4,x,x
Cc1ccc(S(=O)(=O)N2CC3(O)CN(C(=O)OC(C)C)N(C(=O)OC(C)C)CC3(OC(=O)NCC3CCCCC3)C2)cc1 (stereo not given),6.0,-3.9,7.5,-20.4,0.2,1.1,-2.1,0.8
O=C(NCCC(=O)N(CCc1ccccc1)Cc1ccccc1)c1ccc([N+](=O)[O-])cc1,-3.8,7.8,u,-29.2,0.2,x,0.9,-70.1
O=C(CC1C(=O)NCCN1C(=O)Nc1ccccc1)Nc1cc(Cl)ccc1Cl (stereo not given),-0.7,1.4,-2.5,14.6,0.0,1.2,3.2,3.2
CO[C@@H]1CN(C)C(=O)c2cc(NC(=O)c3ccc(F)cc3)ccc2OC[C@H](C)N(C)C[C@@H]1C,-2.2,-3.6,-8.0,-0.9,0.4,-0.2,x,-0.2
Cc1cccc(N2CCc3c2nc2ccc(Br)cc2c3N)c1,-11.9,-17.0,x,-2.0,x,x,-0.5,1.0
O=C(CNC(=O)c1ccc(Br)o1)Nc1ncccc1O,-3.4,-10.4,u,0.8,0.2,0.5,-3.3,5.8
O=C(Nc1ccc2c(c1)OCO2)C1CCCN1C(=O)Nc1ccccc1 (stereo not given),-2.4,-7.7,-3.7,8.3,0.1,x,-0.1,x
CC1ON=C(c2ccc(F)cc2)NC1=O (stereo not given),-19.7,6.9,4.5,0.9,0.1,x,0.5,-1.5

# Results in E-selectin induc, INS-1E GSIS act and DENV2 CPE rescue, for some of the entries so far:
structure | E-selectin induc | INS-1E GSIS act | DENV2 CPE rescue
CC(C)CC#Cc1ccc2c(c1)O[C@H](CN(C)C(=O)c1cccnc1)[C@@H](C)CN([C@H](C)CO)S2(=O)=O | -0.1 | -8.8 | -3.7
COc1cc(OC)cc(-c2oc(=O)c3cc(OC)c(OC)cc3c2C#CCCCO)c1 | x | 1.4 | -1.5
Nc1ccc2c(c1)nnn2-c1ccccc1 | 7.1 | 0.5 | -2.6
COc1cc(/C=N/Nc2nc3ccccc3[nH]c2=O)ccc1O | x | 14.0 | 0.5

# Next records.
SMILES,RAD54 inh,RAD52 anneal inh,DENV2 CPE rescue,INS-1E GSIS act,Xi reactivation,E-selectin induc,CFTR F508del cor,Casp6 inh
Cc1ccc2oc(=O)n(CCC(=O)Nc3ccc(N4CCOCC4)cc3)c2c1,0.4,-14.1,-4.5,4.3,0.1,-0.2,1.8,-3.8
CCOC(=O)Cn1c2ccccc2n2nc(CCC(=O)O)c(=O)nc12,-1.4,-4.9,-2.9,9.2,0.0,-0.6,1.2,-0.4
O=C(CCC(NC(=O)OCc1ccccc1)C(=O)OCc1ccccc1)NCC(=O)OCc1ccccc1 (stereo not given),-2.7,x,x,75.4,0.1,-0.2,x,x
N#Cc1ccccc1NC(=O)COc1ccccc1C(=O)Nc1ccccc1,7.2,-36.3,-0.9,0.3,0.0,x,-0.5,1.2
C[C@@H]1CN([C@H](C)CO)C(=O)c2cccc(NC(=O)Nc3ccc(C(F)(F)F)cc3)c2O[C@@H]1CN(C)S(=O)(=O)c1ccc(Cl)cc1,0.2,3.8,-4.4,-1.3,0.0,x,5.8,0.1
O=C(NCC1CC1)[C@@H]1[C@@H](CO)[C@@H]2Cn3c(ccc(-c4cccnc4)c3=O)[C@H]1N2C(=O)C1CCCC1,x,-0.8,-1.3,8.6,0.0,0.0,-0.3,0.4
CSCC[C@H](NC(=O)OC(C)(C)C)C(=O)N1CCC(C(=O)N[C@@H](C)C(=O)NCc2ccc(F)cc2)CC1,-8.7,-8.3,35.7*,1.7,x,x,-2.2,-6.0
CCOC(=O)C1CCCN(S(=O)(=O)c2ccc3c(c2)C(C)(C)C(=O)N3C)C1 (stereo not given),0.1,-7.5,3.4,3.5,0.1,0.0,-1.5,-3.8
O=C(NC1CCCCC1)c1cc(-c2ccc(F)cc2)on1,-7.5,-8.7,-5.1,-17.0,0.0,x,1.0,-1.1
O=C(CC1CC1)N1CC(=O)N2[C@H](C1)[C@@H](c1ccc(C#Cc3cccc(F)c3)cc1)[C@@H]2CO,x,-5.8,19.1,0.5,0.0,-0.1,4.9,1.3
Nc1ccc2nc(Cc3ccccc3)[nH]c2c1,-17.6,-2.8,2.8,9.3,0.0,-0.1,-0.5,-5.9
C[C@H](CO)N1C[C@H](C)[C@@H](CN(C)C(=O)Nc2ccc(C(F)(F)F)cc2)Oc2ccc(NC(=O)Cc3ccccc3)cc2CC1=O,-1.2,-4.0,3.2,-18.0,2.2,-0.5,0.0,-0.5
